3CLpro inhibitor – SARS-CoV 3CLpro protease inhibitors, primary screen, biochemical, quenched FRET; Replicase polyprotein 1ab (Severe acute respiratory syndrome coronavirus), P0C6X7; AID 1706, 2009; recombinant SARS-CoV 3CLpro, quenched FRET peptide cleavage; inhibition, % at 6 µM; actives 0.14% (n = 290,000); in the data active = inhibition above about 12%
BoNT F protease – BoNT/F light chain protease inhibitors, primary screen, biochemical, flow cytometry, MLPCN library; inhibition, % at 10 µM; Botulinum neurotoxin type F light chain protease (Clostridium botulinum); actives 0.22% (n = 360,000); AID 588497, 2011; Multiplex microsphere protease cleavage assay; in the data active = inhibition above about 35%, passing the limit was not always enough; inconclusive = no clear call, values can overlap the other calls; note: plate controls were buffer without enzyme for full effect and enzyme alone for no effect
Rv3671c inh – Rv3671c serine protease inhibitors, primary screen, biochemical, fluorescence polarization, M. tuberculosis H37Rv; P9WHR9; inhibition, % at 5.96 µM; actives 0.048% (n = 320,000); in the data active = inhibition above about 38%;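 note: extracellular domain of Rv3671c used as enzyme; 0% = enzyme with DMSO and 100% = no enzyme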
BoNT A protease – BoNT/A light chain protease inhibitors, primary screen, biochemical, flow cytometry, MLPCN library. Botulinum neurotoxin type A light chain protease (Clostridium botulinum A str. ATCC 3502). multiplex microsphere protease substrate cleavage. inhibition, % at 10 µM. actives 0.17% (n = 360,000). AID 588499, 2011; note: plate controls were buffer without enzyme for full effect and enzyme alone for no effect
MazEF act – activators of E. coli MazEF toxin-antitoxin RNase, primary screen, biochemical, fluorescence, uHTS; actives 0.32% (n = 350,000); activation, % at 20 µM; AID 504720, 2011; FAM/BHQ RNA-DNA oligo cleavage fluorescence, 5 h; in the data active = activation above about 50%
Target sequence (P0AE70 whole entry, looked up): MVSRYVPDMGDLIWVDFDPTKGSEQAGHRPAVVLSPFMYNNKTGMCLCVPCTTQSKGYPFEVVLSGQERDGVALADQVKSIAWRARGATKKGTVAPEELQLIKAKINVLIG
CCHFV vOTU inh – CCHFV vOTU protease inhibitors, primary screen, biochemical, Pep-AMC substrate, fluorescence; AID 651958, 2012; inhibition, % at 11.5 µM; Crimean-Congo hemorrhagic fever virus L polyprotein viral ovarian tumor (vOTU) protease …; actives 0.55% (n = 370,000); in the data active = inhibition above about 30%; note: 0% = vehicle wells with enzyme and 100% = no enzyme wells
PrPC TRFRET – inhibitors of human cell surface prion protein PrPC, primary screen, cell-based, TR-FRET | Major prion protein (Homo sapiens), P04156 | TR-FRET read-out | inhibition, % at 13.8 µM | actives 0.43% (n = 370,000) | AID 720596, 2013; in the data active = inhibition above about 24%; note: 0% = median of the test wells and 100% = reference compound wells
VHR inh abs – VHR1 phosphatase inhibitors, primary screen, biochemical, absorbance, uHTS; AID 1654, 2009; actives 0.52% (n = 290,000); recombinant VHR phosphatase, pNPP absorbance; Dual specificity protein phosphatase 3 (Homo sapiens), P51452; inhibition, % at 13.3 µM; in the data active = inhibition above about 50%; note: some compounds called inactive have numbers as strong as hits
Target sequence (P51452 whole entry, looked up): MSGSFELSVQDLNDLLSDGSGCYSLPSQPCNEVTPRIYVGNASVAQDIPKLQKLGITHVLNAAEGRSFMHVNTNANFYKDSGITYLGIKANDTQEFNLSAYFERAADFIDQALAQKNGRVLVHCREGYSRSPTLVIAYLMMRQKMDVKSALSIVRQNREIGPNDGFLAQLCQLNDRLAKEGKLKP
Anthrax LF inh2 – Bacillus anthracis LF protease inhibitors, primary screen, biochemical, multiplex microsphere, MLPCN library | multiplex microsphere protease cleavage assay | inhibition, % at 10 µM | actives 0.12% (n = 360,000) | AID 588501, 2011; note: plate controls were buffer without enzyme for full effect and enzyme alone for no effect
Target sequence (P15917 whole entry, looked up): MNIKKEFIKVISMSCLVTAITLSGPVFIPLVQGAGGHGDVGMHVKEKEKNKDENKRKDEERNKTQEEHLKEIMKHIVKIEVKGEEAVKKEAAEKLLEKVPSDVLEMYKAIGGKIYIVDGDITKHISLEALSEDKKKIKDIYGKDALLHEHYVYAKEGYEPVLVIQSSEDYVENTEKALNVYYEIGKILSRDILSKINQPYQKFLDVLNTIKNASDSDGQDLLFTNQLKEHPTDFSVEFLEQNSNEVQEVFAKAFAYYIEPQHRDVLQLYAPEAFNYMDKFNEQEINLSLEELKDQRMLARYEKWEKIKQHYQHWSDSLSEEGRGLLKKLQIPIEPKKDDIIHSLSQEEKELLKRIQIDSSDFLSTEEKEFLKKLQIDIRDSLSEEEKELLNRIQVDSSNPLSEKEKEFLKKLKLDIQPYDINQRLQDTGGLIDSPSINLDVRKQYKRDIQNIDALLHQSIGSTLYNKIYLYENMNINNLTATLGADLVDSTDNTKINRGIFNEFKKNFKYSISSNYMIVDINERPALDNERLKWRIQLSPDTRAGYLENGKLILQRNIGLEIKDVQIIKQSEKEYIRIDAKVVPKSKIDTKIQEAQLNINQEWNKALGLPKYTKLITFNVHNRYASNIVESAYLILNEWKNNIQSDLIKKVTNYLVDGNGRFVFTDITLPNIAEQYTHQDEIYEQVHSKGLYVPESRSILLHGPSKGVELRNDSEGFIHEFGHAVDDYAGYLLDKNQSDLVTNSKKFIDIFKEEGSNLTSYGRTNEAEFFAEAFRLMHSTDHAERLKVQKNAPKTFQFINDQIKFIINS
PriA SSB inh – inhibitors of Klebsiella pneumoniae PriA binding to SSB C-terminal tail, primary screen, biochemical, AlphaScreen; PriA–SSB C-terminal tail interaction (Klebsiella pneumoniae); AlphaScreen SSBct-PriA binding, biotinylated peptide; inhibition, % at 33 µM; actives 0.6% (n = 430,000); in the data active = inhibition mostly above about 37%, no sharp cut-off; inactive = mostly below about 20%;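 note: plate controls were negative control peptide for no effect and reference peptide for full effect; strong numbers were not always called active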
* hit, by the source's call; ? = inconclusive; nt = no result given; & = joins results of further samples. Cut-off read from the data, not from the text of the source, unless noted: active = inhibition above about 30%; inconclusive = no clear call, values can overlap the other calls; inactive = below that. Not all compounds are listed, so the mix of outcomes need not match the whole.

SMILES	3CLpro inhibitor	BoNT F protease	Rv3671c inh	BoNT A protease	MazEF act	CCHFV vOTU inh	PrPC TRFRET	VHR inh abs	Anthrax LF inh2	PriA SSB inh
CC1(C2CC2)NC(=O)N(CC(=O)N2CCN(c3ccccc3)CC2)C1=O (configuration not stated)	nt	-10	5	-0.2	0	0	3	nt	-1	-3
Cc1c(NC(=O)Nc2cccc(Cl)c2)c(=O)n(-c2ccccc2)n1C	-2	5	-7	0.8	10	-22	-3	30	0	-30
Cc1ccc(C(=O)c2oc3ccccc3c2N)cc1	-2	13	6	1.2	0	15	-9	22	-3	-1&-23
CN(Cc1cnn(C)c1)C(=O)C1CCCCC1C(=O)O (configuration not stated)	-4	0	-6	0.0	-1	5	-1	4	-2	-18
COc1ccc(N2CCN(C(=O)c3ccc(COc4ccc([N+](=O)[O-])cc4)o3)CC2)cc1	4	-13	nt	15	5	-1	-2	25	2	40*
COc1cc(/C=C/c2cc[n+](C)cc2)ccc1OCC(=O)Nc1ccccc1	-5	8	-8	-2.0	39	-22	-44	-40	-6	-2
CCN1CCN(C(=O)CCCCCn2c(=O)[nH]c3cc(C(=O)OC)ccc3c2=O)CC1	-6	-4	-6	-0.3	11	-24	-4	0	-2	-12
COc1ccc(S(=O)(=O)N2CCOCC2)cc1Cl	8	1	3	0.6	-3	-3	3	2	-2	-7
COc1cc(NC(=O)CSc2ncnc3sc4c(c23)CCCC4)c(C(=O)O)cc1OC	5	3	0	0.3	6	14	2	79	4	-7
CC1=NN(c2ccccc2)C(=O)/C1=C\c1ccc(Oc2ccc([N+](=O)[O-])cc2[N+](=O)[O-])cc1	-11	-3	-227	0.0	-4	91*	-40	4	-1	21
CCc1nnc(NC(=O)CCC(=O)N2CCN(C3CCCCC3)CC2)s1	0	8	3	0.9	2	-3	-3	8	-8	0
NC(=O)CC(NC(=O)Cc1ccc(Cl)cc1)c1ccc(NC2CCCC2)c([N+](=O)[O-])c1 (configuration not stated)	nt	-9	-1	-0.3	2	-4	1	23	-4	-7
CCC(=O)Nc1ccc(C(=O)COC(=O)c2sc(C)nc2C)cc1	nt	-4	nt	-7.4	3	-8	2	nt	0	-7
CC12COC3(C(=O)Nc4ccc(Cl)cc4)CC1CCC32C (configuration not stated)	3	-10	3	-0.4	-2	-6	7	2	-1	1
COc1ccc(N=Cc2c(O)n(-c3cccc(C)n3)c(=O)c3ccccc23)c(OC)c1	-2	?	3	4.1	278*	-7	0	12	63*	-10
Cc1ccc(CNC(=O)C2=NNC(=O)CC2)cc1	3	10	-9	1.7	-5	4	17	-2	6	-4
CC1(C)CN(c2ccc(-c3ccnc4ncnn34)cc2)C1=O	0	-7	5	-1.8	4	-314	-4	20	-6	-7
CCN(C(=O)COC(=O)c1ccccc1OCc1ccc(Cl)cc1)C1CCS(=O)(=O)C1 (configuration not stated)	nt	2	14	0.3	15	-6	5	nt	-5	-3
O=S(=O)(c1ccc(Cl)cc1)N1CCN(Cc2ccc(O)c3ncccc23)CC1	0	1	15	-1.7	-7	-5	2	1	-2	15
Cc1ccc(-c2nc3ccccc3[nH]2)cc1NC(=O)c1ccco1	-6	-11	-15	-0.4	9	8	2	-5	-7	-15
CCC(=O)N1c2ccc(S(=O)(=O)CCC(=O)N3CCN(c4ccccc4F)CC3)cc2CC1C (configuration not stated)	-6	-9	-6	-0.8	2	4	9	17	-5	-1
COc1ccc(S(=O)(=O)N2CCC(C(=O)Nc3ccccc3N3CCCCC3)CC2)cc1OC	2	9	-9	-1.3	0	8	2	-3	5	-9
Cn1ccc(C(=O)OCC(=O)c2ccccc2)n1	-5	5	-3	0.1	-7	0	-3	-4	1	5
O=C(NCCC1=CCCCC1)C1CCN(c2nc3ccccc3o2)CC1	1	5	0	0.2	-6	-5	5	16	0	-10
O=C(COC(=O)c1cc(S(=O)(=O)N2CCOCC2)ccc1F)NC1CCCCC1	nt	3	-7	0.1	0	-2	4	nt	-1	-5

New compounds follow:
SMILES	3CLpro inhibitor	BoNT F protease	Rv3671c inh	BoNT A protease	MazEF act	CCHFV vOTU inh	PrPC TRFRET	VHR inh abs	Anthrax LF inh2	PriA SSB inh
Cc1cccc(NC(=O)C2CCN(S(C)(=O)=O)CC2)c1C	-2	?	11	-5.0	-10	4	6	17	0	2
CCOC(=O)CN1C=C(c2ccc3ccccc3n2)C(C[N+](=O)[O-])c2ccccc21 (configuration not stated)	-4	6	5	2.2	233*	nt	nt	-8	-4	-8
Cc1c(C)c(C)c(C(=O)C2CCN(c3ccc([N+](=O)[O-])cn3)CC2)c(C)c1C	5	-3	3	-1.0	-12	6	0	32	-6	-18
COc1ccc(NC(=O)CSc2nc(N3CCCCC3)nc(N3CCCCC3)n2)cc1	1	-12	2	-0.9	-4	-4	-5	29	1	1
CS(=O)(=O)c1ccc(-c2cccc(NC(=O)c3ccc4c(c3)OCO4)c2)nn1	nt	-1	nt	0.4	-16	1	3	nt	-5	-14
CCCCNC(=O)N1CCN(C(c2ccccc2)c2ccccc2)CC1	-8	7	-16	-4.6	-5	nt	nt	7	10	-2
OC[C@@H]1CN(CCN2CCOCC2)C[C@H](n2cnc3c(NCc4ccco4)ncnc32)O1	nt	-1	nt	0.0	nt	-12	0	nt	-4	nt
Cc1occc1C(=O)N1CCCC(N2CCN(c3cccc(C(F)(F)F)c3)CC2)C1 (configuration not stated)	-2	2	1	-0.4	-1	8	1	22	-1	9
COc1ccccc1NC(=O)Cn1ncc2c1-c1ccccc1OC2	-7	-10	-2	0.8	4	5	-7	24	2	-10
COc1ccc2c(c1)CC/C2=N\NC(=O)c1ccccc1	3	-2	-1	-0.2	4	6	0	8	-1	nt
Cc1occc1C(=O)N/N=C/C=C\c1ccccc1[N+](=O)[O-]	-1	5	6	-0.6	-3	-5	-20	22	-9	nt
Cc1ccc(S(=O)(=O)N2CCOCC2)cc1NC(=O)COC(=O)c1ccco1	nt	-7	nt	-0.5	-2	-6	6	nt	-4	nt
COc1cccc(/C=N\NS(=O)(=O)c2ccccc2)c1OC	-2	-10	9	-1.5	3	-9	-1	6	-5	nt
O=S(=O)(c1ccc(Br)s1)N1CCN(c2ccccc2)CC1	-2	3	0	0.3	6	7	-3	11	4	-6
O=C(NCc1ccccn1)[C@@H]1CCCN1C(=O)[C@@H]1CCCN1C(=O)c1cccs1	nt	1	nt	0.1	nt	2	3	nt	-5	nt
COc1ccc(CCNC(=O)C(C(=O)c2ccc(F)cc2)n2ccccc2=O)cc1OC (configuration not stated)	1	-3	0	-0.4	8	-8	-3	-13	1	-2
O=C(O)CCC(=O)NCc1cn(-c2ccccc2)nc1-c1cccc(Br)c1	1	-1	3	-0.6	6	-5	3	2	-2	-15
CCOC(=O)c1cc(-c2ccncc2)nc2c1c(C)nn2-c1ccccn1	-7	-8	4	-0.2	8	6	-25	nt	-5	-2
Cc1cc(NC(=O)COC(=O)CCC(=O)c2ccc(F)cc2)no1	4	2	-6	-0.1	8	0	5	5	1	-4
CCC(C(=O)NC(C)(C)C)N(Cc1ccc(OC)cc1)C(=O)c1snc(C(N)=O)c1N (configuration not stated)	nt	1	nt	0.0	1	0	-15	nt	6	nt
COc1ccccc1N1CCN(C(=O)COc2cc(C)ccc2C)CC1	0	-3	-10	-0.7	-1	-1	1	14	-1	-16
CCCCCn1c(N2CCN(c3cccc(Cl)c3)CC2)nc2c1c(=O)[nH]c(=O)n2C	3	-1	2	-0.9	-6	-11	0	40	-2	-7
CCN1CCN(c2ccc([N+](=O)[O-])cc2C#N)CC1	0	4	6	-0.1	6	14	-37	2	-4	-3
Brc1ccc(N=C(c2ccccc2)c2ccncc2)cc1	-2	2	-7	-0.7	-7	-12	6	0	-1	-1
CC(C)(C)c1ccc(OCc2ccc(C(=O)NN)o2)cc1	-6	?	2	2.1	10	-9	5	1	1	-4

Structures from the list above that have bromine (3):
SMILES	3CLpro inhibitor	BoNT F protease	Rv3671c inh	BoNT A protease	MazEF act	CCHFV vOTU inh	PrPC TRFRET	VHR inh abs	Anthrax LF inh2	PriA SSB inh
O=S(=O)(c1ccc(Br)s1)N1CCN(c2ccccc2)CC1	-2	3	0	0.3	6	7	-3	11	4	-6
O=C(O)CCC(=O)NCc1cn(-c2ccccc2)nc1-c1cccc(Br)c1	1	-1	3	-0.6	6	-5	3	2	-2	-15
Brc1ccc(N=C(c2ccccc2)c2ccncc2)cc1	-2	2	-7	-0.7	-7	-12	6	0	-1	-1

Remaining list, next part:
SMILES	3CLpro inhibitor	BoNT F protease	Rv3671c inh	BoNT A protease	MazEF act	CCHFV vOTU inh	PrPC TRFRET	VHR inh abs	Anthrax LF inh2	PriA SSB inh
CCC(C)NC(=O)Cn1cc(S(=O)(=O)N2CCN(c3ccccc3F)CC2)c2ccccc2c1=O (configuration not stated)	7	2	-6	0.1	6	-13	-1	13	5	-6
Cc1ccc(S(=O)(=O)C2(S(=O)(=O)c3ccc(C)cc3)CCCC2)cc1	-8	-4	-7	-1.1	0	-1	2	11	9	1
CCOC(=O)CSc1nc2sc3c(c2c(=O)[nH]1)CCCC3	-2	7	1	0.1	7	-6	-4	19	0	-4
CC1(C)C(=O)C=CC(=O)C(C)(C)C(=O)C=CC(=O)C(C)(C)C2=CC=C(O2)C(C)(C)C(=O)C=CC1=O	nt	-6	nt	0.7	0	12	-2	nt	-9	-12
CCCc1cc(C(=O)Nc2nccs2)cs1	3	-10	-12	-1.1	6	6	13	6	-1	-20
CCCCN(Cc1ccccc1)C(=O)C1CCC(=O)N(CCc2ccccn2)C1 (configuration not stated)	-4	13	15	13	4	-14	2	24	7	4
CCOC(=O)c1cccc(NC(=O)Nc2cc(OC)ccc2OC)c1	4	-9	-9	-1.2	8	7	9	28	-4	17
CC(C)OCCCNC(=O)CNC(=O)c1ccc(Cl)c(Cl)c1	1	-1	5	0.0	-6	-6	9	9	1	-4
COc1ccc2nc(NCCCNC(=O)c3cc(OC)c(OC)c(OC)c3)c(C#N)cc2c1	-19	1	8	1.8	2	-40	-13	-3	-5	-15
C[C@H](CO)N1C[C@H](C)[C@@H](CN(C)C(=O)Nc2ccc(C(F)(F)F)cc2)Oc2c(NC(=O)Cc3ccccc3)cccc2C1=O	nt	-4	-6	-0.5	4	2	1	nt	-3	-1
C[n+]1ccccc1/C=C/c1ccccc1Cl	5	nt	nt	nt	-3	1	-2	28	nt	-4
Cc1sc2ncnc(SCC(=O)NC(=O)NCc3ccco3)c2c1C	5	9	1	1.6	32	9	15	25	3	-6
CCCCn1nnnc1C(c1cccc(OC)c1OC)N1CCC2(CC1)C(=O)NCN2c1ccccc1 (configuration not stated)	nt	19	nt	0.8	nt	8	-1	nt	6	nt
CN(CC(=O)Nc1ccccc1C(F)(F)F)C(=O)CSCc1ccc(Cl)c(Cl)c1	nt	7	-2	-0.3	0	9	1	nt	6	-4
CCCC(=O)Nc1cc(C(=O)O)ccc1Sc1ccccc1	0	-4	-1	-0.5	2	-6	2	2	-2	-4
O=C(NC12CC3CC(CC(C3)C1)C2)c1cccc([N+](=O)[O-])c1	2	24	8	1.4	13	-2	-6	18	-2	0
CCOc1ccc(/C=C2\C(=O)c3ccccc3OC2c2ccccc2)cc1 (configuration not stated)	-3	0	3	1.4	1	-3	-2	33	2	-10

Assay outcomes from PubChem BioAssay.
